# Screens deposited in PubChem BioAssay by Broad Institute.
# TcdB GH inh: blocks C. difficile toxin B glycohydrolase activity. P18177. TcdB glycohydrolase enzymatic assay, plate reader. inhibition, % at 9.99 µM. actives 0.24% (n = 350,000). AID 652162; in the data active means inhibition above about 10%
# An asterisk follows results filed as active.
SMILES,TcdB GH inh
C[C@@H]1CN([C@@H](C)CO)C(=O)Cc2cc(NC(=O)Nc3cccc4ccccc34)ccc2O[C@H]1CN(C)C(=O)Nc1ccc(C(F)(F)F)cc1,-2.8
CN1c2ccc(Br)cc2[C@H]2[C@H](CCN2S(=O)(=O)c2ccccc2F)[C@@H]1CO,-0.2
CC(=O)N(C)C[C@@H]1Oc2cc(C#CC3CCCC3)ccc2S(=O)(=O)N([C@H](C)CO)C[C@H]1C,-0.4
COc1ccc(S(=O)(=O)N(C)C[C@H]2Oc3ccc(N(C)C)cc3CC(=O)N([C@@H](C)CO)C[C@H]2C)cc1,-5.3
O=C(CN1CCOCC1)N1CCCCN2[C@@H](CO)[C@@H](c3ccc(-c4ccccc4F)cc3)[C@@H]2C1,0.5
O=C(C[C@H]1CC[C@H](NC(=O)Nc2ccccc2F)[C@H](CO)O1)NCc1ccc(-c2ccccc2)cc1,0.4
O=C(O)[C@@H]1[C@@H](CO)[C@@H]2Cn3c(ccc(-c4ccccc4)c3=O)[C@H]1N2CC1CCCCC1,-0.7
COC(=O)C[C@@H]1CC[C@@H]2[C@H](COc3ccc(NC(=O)c4ccccc4F)cc3C(=O)N2C)O1,0.8
C[C@H](CO)N1C[C@H](C)[C@@H](CN(C)S(=O)(=O)c2ccccc2)Oc2ccc(NC(=O)C3CC3)cc2CC1=O,0.2
CN(C)c1ccc2c(c1)[C@@H]1C[C@@H](CC(=O)NCCc3ccccc3)O[C@@H](CO)[C@@H]1O2,-39.5
COc1ccc2c3c([nH]c2c1)[C@H](CO)N(CC1CC1)CC31CCN(C(=O)c2ccccc2F)CC1,0.5
COc1ccc(-c2cnc3c(c2)C(=O)N([C@@H](C)CO)C[C@H](C)[C@H](CN(C)S(C)(=O)=O)O3)cc1,0.7
CCS(=O)(=O)N1CC2(CN(C(=O)c3ccc(F)cc3)[C@H](CO)c3c2c2ccc(OC)cc2n3C)C1,0.7
C[C@H](CO)N1C[C@H](C)[C@@H](CN(C)C(=O)Nc2ccc3c(c2)OCO3)Oc2ccc(NC(=O)Nc3ccc(F)cc3)cc2C1=O,0.4
C[C@@H]1CN([C@@H](C)CO)C(=O)c2cc(NC(=O)c3ccncc3)ccc2O[C@@H](C)CCCCO[C@H]1CN(C)C(=O)Nc1ccc2c(c1)OCO2,-1.1

# Look-ups from above:
# TcdB GH inh result of `C[C@@H]1CN([C@@H](C)CO)C(=O)Cc2cc(NC(=O)Nc3cccc4ccccc34)ccc2O[C@H]1CN(C)C(=O)Nc1ccc(C(F)(F)F)cc1` : -2.8
# TcdB GH inh result of `COC(=O)C[C@@H]1CC[C@@H]2[C@H](COc3ccc(NC(=O)c4ccccc4F)cc3C(=O)N2C)O1` : 0.8
# TcdB GH inh result of `COc1ccc(-c2cnc3c(c2)C(=O)N([C@@H](C)CO)C[C@H](C)[C@H](CN(C)S(C)(=O)=O)O3)cc1` : 0.7
# TcdB GH inh result of `C[C@H](CO)N1C[C@H](C)[C@@H](CN(C)S(=O)(=O)c2ccccc2)Oc2ccc(NC(=O)C3CC3)cc2CC1=O` : 0.2
# TcdB GH inh result of `COc1ccc(S(=O)(=O)N(C)C[C@H]2Oc3ccc(N(C)C)cc3CC(=O)N([C@@H](C)CO)C[C@H]2C)cc1` : -5.3
# TcdB GH inh result of `COc1ccc2c3c([nH]c2c1)[C@H](CO)N(CC1CC1)CC31CCN(C(=O)c2ccccc2F)CC1` : 0.5

# (continued)
SMILES,TcdB GH inh
C[C@H](O)C#Cc1ccc2c(c1)O[C@H](CN(C)CC1CCCCC1)[C@H](C)CN([C@H](C)CO)S2(=O)=O,-1.3
C[C@@H]1CN([C@@H](C)CO)C(=O)Cc2cc(NC(=O)NC3CCCCC3)ccc2O[C@@H]1CN(C)S(=O)(=O)c1ccccc1,0.6
O=C(CN1CCOCC1)N[C@@H]1CC[C@@H](CCNS(=O)(=O)c2ccccc2F)O[C@@H]1CO,-1.3
N#C[C@H]1[C@H](c2ccc(C3=CCCCC3)cc2)[C@@H](CO)N1C(=O)NC1CCCCC1,-1.6
C[C@@H]1CN([C@H](C)CO)C(=O)c2cc(NC(=O)Nc3ccc(C(F)(F)F)cc3)ccc2O[C@@H]1CN(C)CC1CC1,-0.6
Cc1ccc(S(=O)(=O)N[C@H]2CC[C@@H](CCNC(=O)C3CCC3)O[C@@H]2CO)cc1,-0.4
C[C@@H]1CN([C@H](C)CO)C(=O)c2cc(C#CCN(C)C)cnc2O[C@@H]1CN(C)Cc1ccc2c(c1)OCO2,-0.6
Cc1noc(C)c1NC(=O)N(C)C[C@H]1Oc2ccc(NS(=O)(=O)c3ccc(F)cc3)cc2C(=O)N([C@H](C)CO)C[C@H]1C,-0.3
CC(C)c1cn(CC[C@@H]2CC[C@H](NS(=O)(=O)c3ccc(Cl)cc3)[C@H](CO)O2)nn1,-1.3
Cc1ccccc1S(=O)(=O)N[C@H]1CC[C@H](CCn2cc(Cc3ccccc3)nn2)O[C@@H]1CO,0.5
CCC(=O)NC[C@@H]1[C@@H](c2ccc(C3=CCCC3)cc2)[C@H](CO)N1C(C)=O,-1.4
CCCNC(=O)N(C)C[C@H]1Oc2cc(C#C[C@H](C)O)ccc2S(=O)(=O)N([C@@H](C)CO)C[C@@H]1C,0.3
C[C@@H]1CCCCO[C@@H](CN(C)C(=O)Nc2ccccc2)[C@@H](C)CN([C@H](C)CO)C(=O)c2cc(NS(=O)(=O)c3cccs3)ccc2O1,0.7
Cc1ccc(S(=O)(=O)N(C)C[C@@H]2OCCCC[C@@H](C)Oc3ccc(NC(=O)Nc4cccc5ccccc45)cc3C(=O)N([C@H](C)CO)C[C@H]2C)cc1,-0.1
CCCC(=O)Nc1ccc2c(c1)OC[C@@H](C)N(CC1CCOCC1)C[C@@H](C)[C@@H](OC)CN(C)C2=O,-0.7
C[C@H](CO)N1C[C@H](C)[C@H](CN(C)Cc2ccc(Cl)c(Cl)c2)Oc2ccc(NS(=O)(=O)c3cccs3)cc2C1=O,0.3
O=C(C[C@@H]1C[C@@H]2c3cc(NC(=O)C4CCC4)ccc3O[C@@H]2[C@@H](CO)O1)NCc1cccnc1,-0.5
COc1ccc(NC(=O)Nc2ccc3c(c2)C(=O)N([C@H](C)CO)C[C@H](C)[C@H](CN(C)C(=O)Nc2c(C)noc2C)OCCCC[C@@H](C)O3)cc1,0.2
C[C@@H]1CN([C@@H](C)CO)C(=O)c2cc(NC(=O)Nc3ccccc3)ccc2O[C@@H](C)CCCCO[C@@H]1CN(C)S(=O)(=O)c1ccccc1,0.7
COc1ccc(CN(C)C[C@@H]2OCCCC[C@H](C)Oc3ccc(NC(=O)c4ccccc4)cc3C(=O)N([C@H](C)CO)C[C@@H]2C)cc1,-0.8
N#C[C@H]1[C@H](c2ccc(C#Cc3ccccc3F)cc2)[C@H](CO)N1C(=O)c1cccnc1,1.8
C[C@@H]1CCCCO[C@@H](CN(C)C(=O)NC2CCCCC2)[C@H](C)CN([C@@H](C)CO)C(=O)c2cc(NC(=O)Nc3ccc(F)cc3)ccc2O1,-0.8
CO[C@@H]1CN(C)C(=O)c2cc(NC(C)=O)ccc2OC[C@@H](C)N(Cc2ccccc2C(=O)O)C[C@@H]1C,0.5
COc1ccc(S(=O)(=O)Nc2ccc3c(c2)CC(=O)N([C@@H](C)CO)C[C@@H](C)[C@H](CN(C)C(=O)NC2CCCCC2)O3)cc1,1.2
O=C(C[C@@H]1C[C@@H]2c3cc(NC(=O)C4CCOCC4)ccc3O[C@@H]2[C@@H](CO)O1)NCc1ccccc1,-0.4
C[C@H]1CN([C@@H](C)CO)C(=O)Cc2cc(NS(=O)(=O)c3cccs3)ccc2O[C@H]1CN(C)Cc1ccc(C(=O)Nc2ccccc2N)cc1,-1.2
C[C@@H]1CCCCO[C@H](CN(C)C(=O)Nc2ccc3c(c2)OCO3)[C@H](C)CN([C@H](C)CO)C(=O)c2cc(NC(=O)Nc3ccc(C(F)(F)F)cc3)ccc2O1,0.0
CN1C(=O)c2cc(NC(=O)C3CCCC3)ccc2OC[C@H]2O[C@@H](CC(=O)NCC3CC3)CC[C@@H]21,-0.7
CCC(=O)N1[C@H](CO)[C@H]2c3ccccc3N(C(=O)CC(F)(F)F)C[C@H]21,-1.9
C[C@H](NC(=O)C[C@H]1CC[C@H]2[C@@H](COC[C@H](O)CN2Cc2cc(F)ccc2F)O1)c1ccccc1,0.5
CCC(=O)N1C[C@@H](C)[C@H](OC)CN(C)C(=O)c2cc(NC(=O)Nc3ccc(Cl)cc3)ccc2OC[C@H]1C,1.3
CC(=O)N1[C@H](CO)[C@@H](c2ccccc2)C12CN(Cc1cc(F)ccc1F)C2,-1.7
COc1ccc(NC(=O)N[C@H]2CC[C@H](CCNC(=O)CCN3CCCCC3)O[C@@H]2CO)cc1,-0.4
O=C(C[C@@H]1C[C@H]2c3cc(NC(=O)c4cccnc4)ccc3O[C@H]2[C@@H](CO)O1)NCc1ccccc1F,0.8
Cc1noc(C)c1S(=O)(=O)Nc1ccc2c(c1)C(=O)N([C@@H](C)CO)C[C@@H](C)[C@H](CN(C)S(=O)(=O)c1cn(C)cn1)OCCCC[C@@H](C)O2,1.2
CCC(=O)N(C)C[C@@H]1Oc2ncc(Br)cc2C(=O)N([C@@H](C)CO)C[C@@H]1C,0.2
C[C@H]1CN([C@@H](C)CO)C(=O)c2cccc(NS(=O)(=O)c3cccs3)c2O[C@H]1CN(C)S(=O)(=O)c1cn(C)cn1,0.2
O=C(Nc1cccc(F)c1)N[C@H]1CC[C@@H](CCn2cc(Cc3ccccc3)nn2)O[C@H]1CO,0.8
C[C@@H]1CN([C@@H](C)CO)C(=O)c2cccc(NS(=O)(=O)c3ccc(Cl)cc3)c2O[C@H]1CN(C)Cc1ccc(C(F)(F)F)cc1,0.8
CCC(=O)N1C[C@H](C)[C@@H](OC)CN(C)C(=O)c2cc(NS(C)(=O)=O)ccc2OC[C@H]1C,-0.6
CC(C)NC(=O)Nc1ccc2c(c1)C(=O)N([C@H](C)CO)C[C@H](C)[C@H](CN(C)CC1CC1)OCCCC[C@@H](C)O2,-0.4
CC(C)NC(=O)Nc1ccc2c(c1)C(=O)N([C@@H](C)CO)C[C@@H](C)[C@@H](CN(C)S(=O)(=O)c1ccc(Cl)cc1)OCCCC[C@@H](C)O2,0.0
C[C@@H]1CN([C@H](C)CO)C(=O)c2cc(-c3ccncc3)cnc2O[C@H]1CN(C)C(=O)C1CCCCC1,1.3
COc1ccc2c3c(n(C)c2c1)[C@@H](CO)N(C(=O)c1ccccc1)CC31CCN(C)CC1,0.1
C[C@H]1CN([C@@H](C)CO)C(=O)Cc2cc(NC(=O)CCCCCC(=O)Nc3ccccc3N)ccc2O[C@@H]1CN(C)C(=O)Nc1ccc2c(c1)OCO2,-1.1

# A second format for some results above:
compound	TcdB GH inh
Cc1noc(C)c1S(=O)(=O)Nc1ccc2c(c1)C(=O)N([C@@H](C)CO)C[C@@H](C)[C@H](CN(C)S(=O)(=O)c1cn(C)cn1)OCCCC[C@@H](C)O2	1.2
CCC(=O)N(C)C[C@@H]1Oc2ncc(Br)cc2C(=O)N([C@@H](C)CO)C[C@@H]1C	0.2
C[C@H]1CN([C@@H](C)CO)C(=O)c2cccc(NS(=O)(=O)c3cccs3)c2O[C@H]1CN(C)S(=O)(=O)c1cn(C)cn1	0.2
O=C(Nc1cccc(F)c1)N[C@H]1CC[C@@H](CCn2cc(Cc3ccccc3)nn2)O[C@H]1CO	0.8

# The results go on:
SMILES,TcdB GH inh
O=C(C1CCC1)N1CCCCN2[C@@H](CO)[C@H](c3ccc(-c4cccc(F)c4)cc3)[C@@H]2C1,0.1
CC=Cc1ccc2n(c1=O)C[C@@H]1[C@@H](CO)[C@H](C(=O)NCCN3CCCCC3)N(C(C)=O)[C@H]21 (mixture of isomers),-13.6
O=C(C[C@H]1CC[C@@H]2[C@H](COC[C@H](O)CN2C(=O)Nc2ccc(F)cc2)O1)NCC1CC1,0.7
C[C@H](O)C#Cc1ccc([C@@H]2[C@H](CO)N3CCCCN(C(=O)c4cccc(F)c4)C[C@@H]23)cc1,0.2
Cc1cc(C(=O)Nc2cccc3c2O[C@H](CN(C)Cc2ccc(Cl)c(Cl)c2)[C@@H](C)CN([C@@H](C)CO)C3=O)n(C)n1,-0.8
C[C@H]1CN([C@@H](C)CO)C(=O)CCCn2nncc2CO[C@@H]1CN(C)C(=O)CCCN(C)C,-0.2
C[C@@H]1CCCCO[C@H](CN(C)C)[C@@H](C)CN([C@@H](C)CO)C(=O)c2cc(NS(=O)(=O)c3ccccc3)ccc2O1,0.3
C[C@H](NC(=O)C[C@@H]1CC[C@H]2[C@@H](COC[C@@H](O)CN2C(=O)Nc2cccc(F)c2)O1)c1ccccc1,0.5
Cc1ccc(S(=O)(=O)N[C@H]2C=C[C@@H](CC(=O)O)O[C@@H]2CO)cc1,0.2
CC(C)NC(=O)N(C)C[C@H]1Oc2c(NC(=O)C3CCCCC3)cccc2C(=O)N([C@@H](C)CO)C[C@@H]1C,0.1
C[C@H]1CN([C@@H](C)CO)S(=O)(=O)c2ccc(-c3cncnc3)cc2O[C@@H]1CN(C)C(=O)CN(C)C,0.1
CCC(=O)N1CC2(C1)[C@H](c1ccc(-c3ccc(F)cc3)cc1)[C@H](CO)N2S(C)(=O)=O,-0.2
CO[C@H]1CN(C)C(=O)c2ccc(NC(=O)NC(C)C)cc2OC[C@H](C)N(C(=O)C2CCC2)C[C@H]1C,1.3
C[C@@H]1CCCCO[C@@H](CN(C)C(=O)NC2CCCCC2)[C@H](C)CN([C@@H](C)CO)C(=O)c2cc(NC(=O)Nc3ccc(C(F)(F)F)cc3)ccc2O1,-0.4
CN(C)C(=O)C[C@@H]1C=C[C@H](NC(=O)Nc2cccc(F)c2)[C@H](CO)O1,-7.3
C[C@H]1CN([C@@H](C)CO)C(=O)c2cc(NC(=O)CCN3CCOCC3)ccc2O[C@H]1CN(C)C(=O)Nc1ccc2c(c1)OCO2,0.8
Cc1ccc(S(=O)(=O)NCC[C@@H]2CC[C@H](NC(=O)CCN3CCCCC3)[C@@H](CO)O2)cc1,-1.5
Cc1noc(C)c1S(=O)(=O)Nc1ccc2c(c1)C(=O)N([C@@H](C)CO)C[C@H](C)[C@@H](CN(C)C)OCCCC[C@H](C)O2,-0.6
O=S(=O)(N[C@H]1CC[C@H](CCn2cc(-c3cccc(F)c3)nn2)O[C@H]1CO)c1ccc(Cl)cc1,-0.6
C[C@@H]1CN([C@@H](C)CO)C(=O)c2cccc(NC(=O)c3cnccn3)c2O[C@H]1CN(C)C(=O)Nc1ccc(F)cc1,0.0

# Not all compounds are listed. The share of hits here may be higher or lower than overall.
